GAA glycogen mod = GAA glycogen-cleavage inhibition or activation | recombinant GAA, glycogen substrate, Amplex Red glucose oxidase fluorescence | Potency, µM (titrated, usually from 76.4 µM), without a hit: at the top dose activity change, negative = inhibition, hits mostly inhibitors | P10253 | hit rate 0.38% among 300,000;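 further: 0% = full enzyme reaction and -100% = no-enzyme basal signal; the screen sought inhibitors and activators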
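qHTS, 1536-well; enzyme 4 nM final; cpd up to 77 uM; substrate bovine liver glycogen 30 ug; 50 mM citrate/phosphate pH 5.0, 0.01% Tween-20; 37 C, 40 min; Amplex Red detection 45 min RT; Hill fit → AC50.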
GAA spleen mod = inhibits or activates alpha-glucosidase in human spleen homogenate. P10253. human spleen homogenate, 4-MU-alpha-glucoside fluorescence. Potency, µM (doses to about 79.9 µM), inactives show at the top dose activity change, negative = inhibition, most hits filed as inhibitors. hit rate 0.006% among 240,000;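 further: 0% = enzyme with vehicle and -100% = no enzyme basal signal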
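Compounds were titrated against alpha-glucosidase in spleen homogenate at pH 5.0, with 1 mM 4-methylumbelliferyl substrate for 40 min at 37 C. Reactions were quenched with pH 10 NaOH/glycine and fluorescence measured.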
Tau fibril ThT = inhibitors of human tau fibril formation, thioflavin T binding | recombinant tau K18 P301L, heparin-induced fibrillization, ThT fluorescence | P10636 | hit rate 2.1% among 270,000 | Potency, µM (top dose mostly 57.4 µM), inactives show top-dose activity, negative = inhibition, usual class: inhibitors; further: on the % scale 0 is the no-effect control and ±100 the full control effect; nearly all actives have a fitted effect of over 55% in size
Target sequence (P10636 561-689 P618L limits assumed): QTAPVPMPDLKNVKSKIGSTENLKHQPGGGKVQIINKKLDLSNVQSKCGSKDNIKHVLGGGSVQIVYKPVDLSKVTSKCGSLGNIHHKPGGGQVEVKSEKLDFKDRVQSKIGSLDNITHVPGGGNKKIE
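In this qHTS, human K18 P301L tau is incubated with compound and heparin for 6 hr at 37 C, and Thioflavin T fluorescence then reports fibril load.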
GAA inhib = blocks human lysosomal alpha-glucosidase. P10253. hit rate 0.005% among 200,000. purified human GAA, 4-MU-alpha-glucoside fluorescence. Potency, µM (top dose mostly 76.9 µM), inactives show at the highest dose activity change, negative = inhibition, most hits filed as inhibitors;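 further: plate controls were uninhibited enzyme wells for no effect and no-enzyme background for full effect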
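Human enzyme at 4 nM with 400 uM 4-methylumbelliferyl-alpha-D-pyranoside, citrate/phosphate buffer pH 5.0, 0.005% Tween-20, 20 min at room temperature. Compounds up to 77 uM. 4-MU fluorescence (Ex 365/Em 440) read after NaOH/glycine stop; AC50 from Hill fit.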
Tau fluor counter = counter-screen for tau fibril formation inhibitors; tau K18 P301L (four-repeat tau fragment) Alexa594 fluorescence, heparin fibrillization; Potency, µM (highest dose often 57.7 µM), for the others: at the highest dose activity change, negative = decrease; hit rate 0.93% among 280,000; further: on the % scale 0 is the no-effect control and ±100 the full control effect; nearly all actives have a fitted effect of over 55% in size
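Human K18 P301L tau (15 uM unlabeled plus 0.24 uM Alexa 594-labeled, final) in 100 mM sodium acetate pH 7 was mixed with compound and 20 uM heparin and incubated 6 hr at 37 C.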
aGal spleen mod = alpha-galactosidase A (human) modulation. P06280. human spleen homogenate, 4MU-alpha-Gal fluorescence, 40 min. Potency, µM (doses to about 80 µM), without a hit: at the top dose activity change, negative = inhibition, hits mostly inhibitors. hit rate 0.008% among 240,000. AID 2107;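 further: 0% = enzyme with vehicle and -100% = no enzyme basal signal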
Target sequence (P06280 32-429 limits assumed): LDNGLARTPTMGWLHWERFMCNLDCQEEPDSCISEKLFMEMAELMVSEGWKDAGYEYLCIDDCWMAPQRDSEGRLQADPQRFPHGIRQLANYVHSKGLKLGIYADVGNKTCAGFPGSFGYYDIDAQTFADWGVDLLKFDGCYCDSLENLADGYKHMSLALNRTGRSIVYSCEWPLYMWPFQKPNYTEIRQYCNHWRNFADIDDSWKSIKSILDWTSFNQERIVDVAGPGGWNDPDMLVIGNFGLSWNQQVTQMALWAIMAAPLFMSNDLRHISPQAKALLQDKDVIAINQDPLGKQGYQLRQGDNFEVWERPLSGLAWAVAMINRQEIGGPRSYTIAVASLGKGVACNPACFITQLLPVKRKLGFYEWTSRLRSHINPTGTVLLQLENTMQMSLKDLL
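Human spleen homogenate (1 ug) as enzyme source, 4-methylumbelliferyl-alpha-D-galactopyranoside 1 mM final, citrate/phosphate pH 5.0 with 0.01% Tween-20. Compounds 40 min at 37C, NaOH/glycine stop; fluorescence Ex 365/Em 440, Hill-fit AC50.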
Tau FP inhib = blocks human tau fibril formation measured by polarization. hit rate 0.39% among 280,000. AID 1468. Potency, µM (series often up to 57.7 µM), for the others: top-dose activity, negative = inhibition, actives largely listed as inhibitors. K18 P301L tau heparin fibrillization, Alexa594 FP, 6 h; further: on the % scale 0 is the no-effect control and ±100 the full control effect; nearly all actives have a fitted effect of over 55% in size
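FP of Alexa 594-tau after heparin (20 uM) induction. Substrate: human K18 P301L, 15 uM unlabeled, 0.24 uM labeled. Buffer 100 mM sodium acetate pH 7. 6 hr, 37 C.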
HTT cytoprotect = Huntington cell model cytoprotection by ATP luminescence. hit rate 0.14% among 230,000. PC12 HTT-Q103 induced, cytoprotection, ATP luminescence, 40 h. Potency, µM (doses to about 56.4 µM), for inactives: cytoprotection (ATP increase), most hits filed as activators. AID 1471;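 further: % of control where 0% means no effect; nearly all actives have a fitted effect of over 45% in size; toxic huntingtin expression switched on by the ecdysone agonist tebufenozide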
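Huntington model: PC12 line, ecdysone-inducible HTTQ103 exon1–GFP, tebufenozide 100 nM. Test articles in a dose series. Endpoint luminescence from cellular ATP.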
An asterisk follows results filed as active; ? = inconclusive; · = not tested or not shown; & = joins results of further samples; [ ] = another dose, or the depositor's remark. The call rests on the fitted dose curve; in most records, active means well fitted curve in the direction sought with a large enough effect; inconclusive means small, poorly fitted or top-dose-only effect, or another doubt; inactive means no such curve, though single readings can be large; an effect the other way counts as inactive or inconclusive. Potency means the concentration at half of the fitted maximal effect.

SMILES | GAA glycogen mod | GAA spleen mod | Tau fibril ThT | GAA inhib | Tau fluor counter | aGal spleen mod | Tau FP inhib | HTT cytoprotect
CC1(CCC#N)N=C(SCCC#N)N(c2ccccc2)C1=O (stereo not drawn) | -16% | 12% | -3% | 6% | 5% | 19% | 6% | 7%
S=c1[nH]c2cc3c(cc2[nH]1)OCCO3 | -11% | -8% | -7% | · | -10% | -2% | -4% | 7%[10 µM]
Clc1cc2c(c(Cn3cnc4ccccc43)c1)OCOC2 | 1% | 1% | 0% | -2% | -4% | -2% | 4% | -4%[10 µM]
CCC(Cc1ccccc1)NC(=O)Cn1ncc2c3ccccc3n(Cc3ccc(F)cc3)c2c1=O (stereo not drawn) | -3%[76.3 µM] | · | 11% | · | 3% | · | -4% | ·
COc1ccc(CN2CCCCC2C(=O)Nc2ccc(OC)c(OCC(C)C)c2)cc1OC (stereo not drawn) | -11% | -6% | 9% | -8% | -7% | 13% | -2% | 2%[10 µM]
Cc1cc(C)n(CC(=O)N/N=C/c2ccc3c(c2)OCO3)n1 | 6% | 0% | 1% | 0% | 7% | -1% | -7% | -12%[10 µM]
CSc1ccc(CN2CCC(C(=O)NCc3ccc(C)cc3)CC2)cc1 | 14% | 5% | 4% | ? | 1% | 4% | 6% | 29%[10 µM]
CCOC(=O)C1CCN(C(=O)CNS(=O)(=O)c2cccs2)CC1 | 0% | -2% | -3% | 3% | -1% | 3% | -6% | 4%
Cc1ccc(NS(=O)(=O)c2cc(C(=O)N3CCN(C)CC3)ccc2C)cc1 | 4% | 5% | 4% | -4% | 4% | 0% | 0% | 11%[10 µM]
CO[C@H]1COC(=O)[C@H]2CCCN2C(=O)[C@@H](C)COC(=O)C/C=C\[C@@H]1C | · | 4%[17.4 µM] | 3%[11.5 µM] | · | -2%[11.6 µM] | 0%[17.5 µM] | -1%[11.6 µM] | -7%[10 µM]
Cc1ccc(OCC(=O)N2N=C(c3cccnc3)CC2(O)C(F)(F)F)cc1C (stereo not drawn) | 13% | 3% | -13% | -2% | -18% | 4% | 5% | 20%[10 µM]
Cc1ccc(C(=O)c2ccccc2C(=O)OCC(=O)NC(C)(C)C)cc1 | -3% | 1% | 4% | -4% | 1% | 0% | 9% | -31%
CC(/C=C1\SC(=Nc2cccnc2)NC1=O)=C\c1ccccc1 | -1% | -14% | ? | -12%[15.4 µM] | -18% | 10% | -1% | -44%[10 µM]
CCCn1c(=O)c2sccc2n2c(CCCC(=O)N3CCN(c4cccc(C)c4C)CC3)nnc12 | 11%[76.3 µM] | · | -6% | · | -1% | · | 14% | ·
CCOCCCNC(=O)C(C)NS(=O)(=O)c1ccc(C)cc1 (stereo not drawn) | 9% | -2% | -17% | -5% | -6% | 4% | -3% | 11%
COCCn1c(-c2cccc([N+](=O)[O-])c2)nc2c1c(=O)[nH]c(=O)n2Cc1ccccc1 | 12% | -8% | -3% | ? | -2% | -1% | 5% | 3%[10 µM]
CCOc1ccccc1C(=O)N(Cc1sccc1C)C1CCS(=O)(=O)C1 (stereo not drawn) | -3%[76.3 µM] | · | 1% | · | -6% | · | -11% | ·
CCOc1ccccc1C(=O)N1CCC(n2nnc3cc(C)ccc32)CC1 | 7% | 0% | -3% | -2% | -2% | -4% | -3% | -7%[10 µM]
COc1ccc(N2CCN(c3oc(-c4ccccc4OC)nc3C#N)CC2)cc1 | -6% | 0% | ? | 6% | ? | -5% | ? | -17%[10 µM]
CCc1ccc(NC(=O)c2noc3c2CCCCC3)cc1 | 9% | -3% | -11% | 5% | -2% | -3% | 2% | -31%
Oc1[nH]c2ccccc2c1N=Nc1nncc2ccccc12 | 4% | 4% | · | · | ? | 4% | 3% | -42%[10 µM]
COc1cccc(NC(=O)C2CCCN2S(=O)(=O)c2ccc3c(c2)n(C)c(=O)c(=O)n3C)c1 (stereo not drawn) | 2%&4%[76.3 µM] | · | -5% | · | -4% | · | -4% | ·
COc1ccc(S(=O)(=O)c2cn(CC(=O)Nc3cc(C)ccc3C)c3ccccc3c2=O)cc1 | 1%[76.3 µM] | · | 6% | · | -6% | · | -5% | ·
Cc1cc(N)n2ncc(-c3cccc(Br)c3)c2n1 | -5% | -2% | ? | 5% | 16µM*[quencher] | 8% | 2% | -23%
O=C1COc2ccc(-c3csc(NCCc4ccccc4)n3)cc2N1 | -28% | -19% | ? | -5% | ? | -5% | 7% | -24%
CCOC(=O)C1(C(F)(F)F)N=C(c2ccccc2F)OC(N(C)C)=N1 (stereo not drawn) | 2% | -3% | -1% | · | -9% | -5% | -5% | 37%[10 µM]
Cc1ccc(N2CCN(C(=O)Nc3cccc([N+](=O)[O-])c3)CC2C)cc1 (stereo not drawn) | -5% | 1% | ? | -13% | ? | -2% | 12% | -139%[inhibitor]
Cc1cc(=O)[nH]c(N/N=C/c2cc(C)n(CC(F)(F)F)c2C)n1 | -22% | 1% | -6% | · | -5% | -1% | 0% | -48%[inhibitor][10 µM]
O=C(O)C1=C(C(=O)Nc2ccc(F)c(Cl)c2)CCCC1 | 13% | -5% | -16% | 5% | -12% | 5% | 2% | -11%[10 µM]
Cc1ccc(CNC(=O)c2ccc3c(O)c(S(=O)(=O)c4ccccc4)c(=O)[nH]c3c2)cc1 | -4%[76.3 µM] | · | -8% | · | -11% | · | -1% | ·
CCOC(=O)Nc1ccc2c(c1)nc(CN1CCN(C(C)=O)CC1)n2C | 6% | 2% | -4% | 0% | 6% | 1% | 7% | -1%[0.074 µM]
COc1ccc(/C(N)=N/OC(=O)c2cccs2)cc1OC | 13% | 0% | 9% | ? | 7% | -5% | 10% | -13%[10 µM]
Cn1cc([C@@H]2C[C@H]3CN(C4CCCC4)C(=O)[C@]34CCCN24)c(-c2ccccc2)n1 | -8% | -4% | -14% | -9% | -8% | -23% | -2% | -4%[10 µM]
CCn1cc(C(=O)O)c(=O)c2cnc(N3CCN(C(=S)Nc4ccccc4)CC3)nc21 | -1% | -4% | · | · | 0% | -11% | 8% | -7%[10 µM]
Cc1ccc(C(=O)N2CCN(c3ccc(NC(=S)NC(=O)c4cccs4)cc3)CC2)cc1 | -27% | -3% | ? | 9% | ? | 6% | 3% | 10%[10 µM]
CSCC[C@H](NC(=O)c1ccc(Cl)c(S(=O)(=O)N2CCCC2)c1)c1nc2ccccc2[nH]1 | -8% | -6% | -9% | -6% | -14% | -13% | -6% | -22%
C(=C\c1ccccc1)/CSc1ccccn1 | 1% | 1% | -10% | 11% | -12% | -6% | 2% | -28%
CCOC(=O)N1CCN(c2c(NCCc3ccccc3)c(=O)c2=O)CC1 | -11% | 0% | -14% | -2% | 1% | -6% | 7% | -3%
COC(=O)c1cc(C(=O)OCC(=O)Nc2cc(C)on2)cc([N+](=O)[O-])c1 | -3% | -3% | ? | 5% | -9% | -2% | 8% | -7%[10 µM]
CC(=O)c1ccc(NC(=O)/C=C/c2ccc(C)cc2)cc1 | 4% | 3% | 6% | -5% | -2% | 2% | 4% | 21%[10 µM]
Cc1cccc(OCc2nc(CC(=O)Nc3ccc(Cl)cc3)cs2)c1 | -8%[76.3 µM] | · | 1% | · | -25% | · | ? | ·
Cc1ccnc(NC2CCCCC2)c1 | -2% | 5% | 0% | -1% | -4% | 9% | -3% | -25%
CCOCCCn1c(SC(C(=O)Nc2cc(C)ccc2C)c2ccccc2)nnc1-c1ccc(Cl)cc1 (stereo not drawn) | 4% | -7% | ? | -9% | -18% | -2% | -3% | ?
COc1ccc(OCc2nnc(SCC(=O)NNC(=O)c3ccc(C)cc3)n2C)cc1 | 12% | -5% | -1% | 1% | -2% | 4% | 1% | -3%[10 µM]
O=C1C2=CC[C@@H]3C(=O)N(c4ccc(F)cc4F)C(=O)[C@H]3[C@H]2[C@H](O)[C@H]2O[C@H]12 | · | 0%[17.4 µM] | 4.5µM* | · | -19%[11.6 µM] | -9%[17.5 µM] | ? | 3.2µM*
Cc1ccc(C(CC(=O)O)Nc2nc(N3CCCCC3)nc(N3CCCCC3)n2)cc1 (stereo not drawn) | 1% | 5% | ? | 0% | -3% | 10% | -7% | -13%
CCN(CC)CCSc1nc2ccc(OC)cc2[nH]1 | 12% | -3% | -9% | -11%[15.4 µM] | -7% | -5% | -5% | 29%[10 µM]
CCn1c(CCNC(=O)c2cccs2)n[nH]c1=S | -2% | 0% | -7% | 2% | -12% | 11% | 1% | -4%[10 µM]

Among those listed so far, these have fluorine.
SMILES | GAA glycogen mod | GAA spleen mod | Tau fibril ThT | GAA inhib | Tau fluor counter | aGal spleen mod | Tau FP inhib | HTT cytoprotect
CCC(Cc1ccccc1)NC(=O)Cn1ncc2c3ccccc3n(Cc3ccc(F)cc3)c2c1=O (stereo not drawn) | -3%[76.3 µM] | · | 11% | · | 3% | · | -4% | ·
Cc1ccc(OCC(=O)N2N=C(c3cccnc3)CC2(O)C(F)(F)F)cc1C (stereo not drawn) | 13% | 3% | -13% | -2% | -18% | 4% | 5% | 20%[10 µM]
CCOC(=O)C1(C(F)(F)F)N=C(c2ccccc2F)OC(N(C)C)=N1 (stereo not drawn) | 2% | -3% | -1% | · | -9% | -5% | -5% | 37%[10 µM]
Cc1cc(=O)[nH]c(N/N=C/c2cc(C)n(CC(F)(F)F)c2C)n1 | -22% | 1% | -6% | · | -5% | -1% | 0% | -48%[inhibitor][10 µM]
O=C(O)C1=C(C(=O)Nc2ccc(F)c(Cl)c2)CCCC1 | 13% | -5% | -16% | 5% | -12% | 5% | 2% | -11%[10 µM]
O=C1C2=CC[C@@H]3C(=O)N(c4ccc(F)cc4F)C(=O)[C@H]3[C@H]2[C@H](O)[C@H]2O[C@H]12 | · | 0%[17.4 µM] | 4.5µM* | · | -19%[11.6 µM] | -9%[17.5 µM] | ? | 3.2µM*

Random excerpt: two compounds from above.
SMILES | GAA glycogen mod | GAA spleen mod | Tau fibril ThT | GAA inhib | Tau fluor counter | aGal spleen mod | Tau FP inhib | HTT cytoprotect
COc1ccc(OCc2nnc(SCC(=O)NNC(=O)c3ccc(C)cc3)n2C)cc1 | 12% | -5% | -1% | 1% | -2% | 4% | 1% | -3%[10 µM]
O=C1C2=CC[C@@H]3C(=O)N(c4ccc(F)cc4F)C(=O)[C@H]3[C@H]2[C@H](O)[C@H]2O[C@H]12 | · | 0%[17.4 µM] | 4.5µM* | · | -19%[11.6 µM] | -9%[17.5 µM] | ? | 3.2µM*

From PubChem
